Source: PubChem BioAssay (several laboratories)
PMI act hi M6P – activators of human phosphomannose isomerase at near-saturating mannose 6-phosphate. P34949. coupled PMI enzyme assay, resazurin fluorescence, 20 min; hits give high values; 1 = untreated enzyme, 0 = substrate-free blank. activation factor at 20 µM. 190,000 compounds, 0.34% hits;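 active = activation factor of 2 or more at 20 µM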
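Material: human phosphomannose isomerase with PGI, G6PDH, diaphorase coupling enzymes; amount: PMI at 15 ng/mL final; also added: Mannose-6-phosphate 1.0 mM (near-saturating) plus 0.22 mM NADP+; incubation: enzyme reaction with compound 20 min at room temperature; signal: resorufin fluorescence (Ex 544/Em 590 nm) from resazurin via diaphorase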
Efa HMGR inh – E. faecalis class II HMG-CoA reductase inhibition; purified E. faecalis HMGR, NADPH absorbance 340 nm kinetic; inhibition, % at 10 µM; 190,000 compounds, 0.41% hits; AID 1066;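 active = inhibition above a set limit, the median over all tested compounds plus 3 SD, cut at about 9.5% in these data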;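 note: enzyme runs in reverse so mevalonate oxidation gives rising NADPH absorbance; 0% = complete reaction with DMSO and 100% = background rate lacking mevalonate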
TNAP inh hiacc – TNAP (human) inhibition, high acceptor | P05186 | purified TNAP, CDP-star luminescence, 1 M DEA | inhibition, % at 20 µM | 200,000 compounds, 0.03% hits | AID 1135;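 active = over 50% inhibition of tissue-nonspecific alkaline phosphatase at 20 µM in the single-dose screen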;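 note: plate controls were DMSO wells for no effect and EDTA-quenched wells as full inhibition for full effect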
Target sequence (P05186 whole entry, looked up): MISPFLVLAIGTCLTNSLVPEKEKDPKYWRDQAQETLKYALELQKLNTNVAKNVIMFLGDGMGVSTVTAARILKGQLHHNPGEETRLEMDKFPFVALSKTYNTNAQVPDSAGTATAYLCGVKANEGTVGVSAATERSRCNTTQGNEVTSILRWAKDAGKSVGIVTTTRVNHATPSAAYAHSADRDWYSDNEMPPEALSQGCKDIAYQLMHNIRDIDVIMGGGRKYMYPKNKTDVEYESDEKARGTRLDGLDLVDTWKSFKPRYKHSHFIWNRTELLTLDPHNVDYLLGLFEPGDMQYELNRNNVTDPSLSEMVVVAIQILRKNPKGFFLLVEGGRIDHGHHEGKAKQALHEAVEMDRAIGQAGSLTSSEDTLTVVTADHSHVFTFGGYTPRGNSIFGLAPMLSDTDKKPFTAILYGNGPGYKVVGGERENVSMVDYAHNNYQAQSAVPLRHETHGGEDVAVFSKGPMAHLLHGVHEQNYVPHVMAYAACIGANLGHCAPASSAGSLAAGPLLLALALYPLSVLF
G6PDH CS – L. mesenteroides G6PDH inhibition counter-screen. 200,000 compounds, 0.12% hits. Purified L. mesenteroides G6PDH, diaphorase/resazurin coupled fluorescence, 45 min. inhibition, % at 5 µM; in the data active = inhibition above about 50%
PMI act – increases human mannose-6-phosphate isomerase activity. purified human PMI, coupled resazurin fluorescence, 20 min; hits give high values; 1 = vehicle control, 0 substrate-free wells. 190,000 compounds, 0.005% hits. activation factor at 20 µM. AID 1214;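 active = activation factor of 2 or more at 20 µM, relative to plate controls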
FLuc stim CS – affects firefly luciferase, flagging false hits in luciferase stimulation screens | ATPlite luciferase biochemical, luminescence, 10 min; 0 = ATP-free wells, 1 = DMSO control | activation factor at 10 µM | 200,000 tested, under 10 active | P08659;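 active = luciferase activation factor, scaled between plate controls, of at least 2 with compound at 10 µM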
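Assay system: Luciferase/luciferin detection reagent, cell-free biochemical luciferase assay / Also added: ATP substrate / Schedule: 10 min at ambient temperature / Measured by: luminescence measurement of luciferase light output / Benchmarks: low control with PBS replacing ATP, high control enzyme plus ATP without compound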
Diaphorase act – activates diaphorase or chemically reduces, flagging diaphorase assay artifacts; Diaphorase/resazurin coupled assay, resorufin fluorescence, 16 min; hits give high values; 1 = vehicle wells, 0 = NADH-free wells; activation factor at 20 µM; 190,000 compounds, 0.005% hits; AID 1229;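 active = diaphorase activity raised at least twofold by the compound at 20 µM; inactive = activation factor below 2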
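Material: bacterial diaphorase enzyme (C. kluyveri); amount: enzyme 0.07 U/mL final; reagent: NADH substrate 0.114 mM plus resazurin dye 0.1 mM, final; doses: single compound dose of 20 µM, 1% DMSO final; timing: 16 min enzyme reaction, ambient temperature; measured by: fluorescence of resorufin, 544 nm excitation, 590 nm emission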
TNAP act hiacc – activators of human TNAP at high phosphate acceptor concentration. P05186. purified TNAP, CDP-star luminescence, 1 M DEA, 30 min; hits give high values; 0 = EDTA background, 1 = DMSO-only activity. activation factor at 20 µM. 200,000 tested, under 10 active;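 active = activation factor at least 2 at 20 µM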
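Dosing: 20 µM single point. System: human TNAP. Amount: TNAP 1/800 final. Incubation: 30 min, room temperature. Read-out: TNAP activation factor scaled between EDTA and DMSO control wells. Signal: luminescence from CDP-star hydrolysis. Medium: 1 M DEA, pH 9.8, Mg2+, Zn2+. Control set: EDTA negative control, DMSO positive control.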
Diaph inh CS – diaphorase inhibition or chemical oxidation counter-screen. diaphorase resazurin-to-resorufin fluorescence, NADH, 16 min; bacterial (C. kluyveri) enzyme, not human. AID 1217. inhibition, % at 20 µM. 190,000 compounds, 0.69% hits;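 active = primary screen inhibition at 20 µM above a set limit, cut at about 50% in these data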;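 note: plate controls were DMSO with full reaction for no effect and wells lacking NADH for full effect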
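Test system: Clostridium kluyveri diaphorase enzyme / Quantity: diaphorase at 0.14 U/mL in enzyme working solution / Incubation: 16-min room-temperature incubation before reading / Benchmarks: NADH-free wells as positive control, DMSO-only neutral wells / Signal: resorufin fluorescence 544/590 nm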
TNAP inh noacc – inhibitors of human TNAP without phosphate acceptor. inhibition, % at 20 µM. purified TNAP, CDP-star luminescence, 30 min. AID 1012. 200,000 compounds, 0.26% hits;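 active = tissue-nonspecific alkaline phosphatase inhibition above about 50% at 20 µM in the single-dose screen, limit read from the data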;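 note: 0% = DMSO negative control and 100% = EDTA positive control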
Active calls of the source: *.

#1 N#C/C(C(=O)NCc1ccccc1)=C1/SC(Cc2ccc(Cl)cc2)C(=O)N1c1ccccc1 (stereo unspecified)
#2 N#Cc1cc(C(=O)c2cc(F)ccc2O)cn(Cc2ccccc2)c1=O
#3 COc1ccc(/C=N/O)cc1COc1ccc(NC(C)=O)cc1
#4 COc1cccc(C(=O)NC(c2ccccc2)C2CCCC2)c1 (stereo unspecified)
#5 CCCCC(=O)OCc1nc2ccccc2s1
#6 COc1ccc(OCC(=O)Nc2ccc(Cl)cc2)cc1
#7 O=C(Cc1cccs1)NCc1ccncc1
#8 NC(=S)N/N=C/C=C/c1ccccc1

| Screen / compound no. | 1 | 2 | 3 | 4 | 5 | 6 | 7 | 8 |
| --- | --- | --- | --- | --- | --- | --- | --- | --- |
| G6PDH CS | -1 | 6 | 6 | 10 | 0 | 11 | 8 | 5 |
| Efa HMGR inh | -1 | -1 | -5 | 1 | -1 | -2 | -3 | 4 |
| TNAP inh noacc | 3 | -3 | -9 | -9 | -7 | -6 | 2 | -10 |
| PMI act | 1 | 0.9 | 0.9 | 0.9 | 1.1 | 1 | 1.1 | 1.1 |
| Diaph inh CS | 6 | 9 | 14 | 31 | -8 | -3 | -7 | 8 |
| Diaphorase act | 0.9 | 0.9 | 0.9 | 0.7 | 1.1 | 1 | 1.1 | 0.9 |
| FLuc stim CS | 1.1 | 1 | 0.8 | 1 | 1 | 1 | 1 | 1 |
| TNAP act hiacc | 1 | 0.9 | 1 | 1.1 | 1 | 1 | 1.1 | 1 |
| PMI act hi M6P | 0.9 | 1 | 0.9 | 0.9 | 1 | 1.1 | 1.1 | 1 |
| TNAP inh hiacc | 1 | 5 | -2 | -9 | -3 | -4 | -7 | 0 |

#9 COC(=O)Cn1c(=NC(=O)C(C)C)sc2c(C)cc(C)cc21
#10 COc1ccc(Cn2c(C)nc3oc4cc(OC)ccc4c(=O)c3c2=O)cc1
#11 O=C(C1CCCN(Cc2ccccc2)C1)N1CCc2ccccc2C1 (stereo unspecified)
#12 CC1(C)CC=C(NNC(=O)c2cccnc2)C(=O)C1
#13 O=C(C[N+]1(CC#Cc2ccccc2)CCOCC1)c1ccc(Cl)cc1
#14 CCOC(=O)C1CCCN(S(=O)(=O)c2cc(OCC(=O)NC3CCCCC3)c(C)cc2Cl)C1 (stereo unspecified)
#15 CCOC(=O)N1CCN(CC(=O)Nc2cc(OC)c(OC)cc2C#N)CC1
#16 COc1ccc(NC(=O)c2oc3ccccc3c2NC(=O)C2CC2)cc1

| Screen / compound no. | 9 | 10 | 11 | 12 | 13 | 14 | 15 | 16 |
| --- | --- | --- | --- | --- | --- | --- | --- | --- |
| G6PDH CS | -18 | -2 | 17 | 4 | 10 | 10 | -2 | 10 |
| Efa HMGR inh | -8 | 1 | -1 | -7 | -4 | -1 | -6 | 11* |
| TNAP inh noacc | -3 | -15 | -7 | -5 | 0 | -5 | -17 | -6 |
| PMI act | 1 | 1 | 1 | 1.1 | 1.2 | 0.8 | 1 | 0.9 |
| Diaph inh CS | 12 | 20 | 10 | 3 | 4 | 21 | 9 | 12 |
| Diaphorase act | 0.9 | 0.8 | 0.9 | 1 | 1 | 0.8 | 0.9 | 0.9 |
| FLuc stim CS | 1 | 1.1 | 1.1 | 1 | 1.1 | 1 | 1.1 | 1 |
| TNAP act hiacc | 1.1 | 1.1 | 1.1 | 1 | 1 | 1 | 1.1 | 1 |
| PMI act hi M6P | 1 | 1 | 1.1 | 0.9 | 1.1 | 0.9 | 1 | 1 |
| TNAP inh hiacc | -7 | -7 | -6 | -2 | -5 | -2 | -7 | 0 |

Exported tab-delimited: entries from further up
no.	SMILES	G6PDH CS	Efa HMGR inh	TNAP inh noacc	PMI act	Diaph inh CS	Diaphorase act	FLuc stim CS	TNAP act hiacc	PMI act hi M6P	TNAP inh hiacc
9	COC(=O)Cn1c(=NC(=O)C(C)C)sc2c(C)cc(C)cc21	-18	-8	-3	1	12	0.9	1	1.1	1	-7
10	COc1ccc(Cn2c(C)nc3oc4cc(OC)ccc4c(=O)c3c2=O)cc1	-2	1	-15	1	20	0.8	1.1	1.1	1	-7
11	O=C(C1CCCN(Cc2ccccc2)C1)N1CCc2ccccc2C1 (stereo unspecified)	17	-1	-7	1	10	0.9	1.1	1.1	1.1	-6
12	CC1(C)CC=C(NNC(=O)c2cccnc2)C(=O)C1	4	-7	-5	1.1	3	1	1	1	0.9	-2
13	O=C(C[N+]1(CC#Cc2ccccc2)CCOCC1)c1ccc(Cl)cc1	10	-4	0	1.2	4	1	1.1	1	1.1	-5

(cont.)
#17 O=C(NCC1CCCO1)C(=O)N/N=C/c1ccccc1C(=O)O (stereo unspecified)
#18 O=[N+]([O-])c1cc(C=Nc2ccc3ccccc3c2)ccc1Br
#19 C/C(=N\OC(=O)c1cccc(C(F)(F)F)c1)c1sc(-c2ccccc2)nc1C
#20 COc1ccccc1CNC(=O)CCc1nc2ccccc2c(=O)[nH]1
#21 Cc1ccc2c(CN3CCN(Cc4ccc5c(c4)OCO5)CC3)cc(=O)oc2c1C
#22 COc1ccc(N2C(=O)CC(S/C(N)=N/N=C/c3ccnc4ccccc34)C2=O)cc1 (stereo unspecified)
#23 COc1ccc(OCCNC2CCCC2)cc1
#24 S=c1[nH]nc(Nc2ccccc2Cl)s1
#25 O=C(c1ccccc1)N1CCN(C(=O)c2ccc3c(c2)OCCO3)CC1

| Screen / compound no. | 17 | 18 | 19 | 20 | 21 | 22 | 23 | 24 | 25 |
| --- | --- | --- | --- | --- | --- | --- | --- | --- | --- |
| G6PDH CS | -2 | -8 | -25 | -6 | -3 | -1 | -7 | 6 | -1 |
| Efa HMGR inh | -1 | -7 | 1 | -6 | -6 | -6 | -2 | -2 | -7 |
| TNAP inh noacc | -3 | -11 | 0 | -7 | 1 | -16 | 21 | 8 | -7 |
| PMI act | 0.9 | 0.7 | 0.8 | 1 | 1 | 1.1 | 0.8 | 0.5 | 1.1 |
| Diaph inh CS | 3 | 16 | 18 | 7 | 0 | 1 | 24 | 30 | 7 |
| Diaphorase act | 1 | 0.8 | 0.8 | 0.9 | 1 | 1 | 0.8 | 0.7 | 0.9 |
| FLuc stim CS | 1 | 1.1 | 1 | 1 | 1.1 | 1 | 1 | 0.9 | 1.1 |
| TNAP act hiacc | 1 | 1 | 1 | 0.9 | 1.1 | 1 | 1 | 1 | 1.1 |
| PMI act hi M6P | 1 | 0.5 | 0.8 | 1 | 1 | 1.1 | 0.9 | 0.8 | 1.1 |
| TNAP inh hiacc | 3 | 4 | 4 | 10 | -10 | 1 | -1 | 2 | -6 |

This is a random part of the collection. Share with any hit: about 1.7%.
